# Source: PubChem BioAssay (National Center for Advancing Translational Sciences (NCATS))
# JMJD2A Tudor: blocks the human JMJD2A Tudor domain; Potency, µM (highest dose often 114 µM), for the others: at the highest dose activity change, negative = inhibition, usual class: inhibitors; 390,000 compounds, 4.4% hits; AID 504339; AlphaScreen JMJD2A-Tudor / H3K4me3 peptide binding; O75164; also: % is scaled to controls: 0 for no effect and ±100 for the full control effect; nearly all actives have a fitted effect of over 50% in size
# APE1 inh: blocks human APE1 abasic DNA cleavage; P27695; recombinant APE1, TAMRA/BHQ-2 abasic DNA cleavage fluorescence; Potency, µM (doses to about 65.8 µM), for inactives: at the highest dose activity change, negative = inhibition, hits mostly inhibitors; 350,000 compounds, 0.35% hits;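 also: plate controls were vehicle for no effect and reference inhibitor for full effect; nearly all actives have a fitted effect of over 55% in size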
#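 Enzyme (0.75 nM final) and test compound are incubated 15 min at room temperature before adding 50 nM quenched THF abasic-site duplex. Cleavage dequenches TAMRA, followed at 525/598 nm over three reads one minute apart.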
# POLK inh: inhibitors of human DNA polymerase kappa. Q9UBT6. purified Pol kappa, fluorescent DNA synthesis assay, 10 min. Potency, µM (top dose mostly 107 µM), without a hit: at the top dose activity, negative = inhibition, most hits filed as inhibitors. 400,000 compounds, 0.53% hits. AID 588579; also: % is scaled to controls: 0 for no effect and ±100 for the full control effect
#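 10 nM Pol kappa was preincubated with compounds for 15 min at room temperature. Reaction started with 50 nM (final) substrate. Fluorescence read kinetically at 0 and 10 min.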
# POLI inh: DNA polymerase iota (human) inhibition; Q9UNA4; Pol iota fluorescent replication assay, 10 min; Potency, µM (doses to about 115 µM), for the others: at the top dose activity, negative = inhibition, actives largely listed as inhibitors; 390,000 compounds, 1% hits
#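 Pol iota at 10 nM preincubated 15 min with compounds at room temperature; reaction started with fluorescent substrate, 50 nM final. Fluorescence read kinetically at 0 and 10 min; buffer-only wells as negative control.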
# BAZ2B inh: BAZ2B (human) inhibition; Q9UIF8; AlphaScreen BAZ2B-H3K14Ac peptide displacement; Potency, µM (series often up to 114 µM), inactives show top-dose activity change, negative = inhibition, actives largely listed as inhibitors; 360,000 compounds, 4.4% hits; also: % is scaled to controls: 0 for no effect and ±100 for the full control effect; nearly all actives have a fitted effect of over 60% in size
#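 In this displacement format the biotinylated H3(5-23) peptide acetylated at Lys14 serves as ligand at 50 nM, with BAZ2B at 50 nM in PBS pH 7.4 containing 0.01% Tween-20. Donor and acceptor beads are 10 ug/mL final.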
# BLM helicase inh: Bloom syndrome helicase (human) inhibition. P54132. recombinant BLM DNA unwinding, fluorescence dequenching. Potency, µM (titrated, usually from 56.1 µM), without a hit: at the highest dose activity change, negative = inhibition, actives largely listed as inhibitors. 350,000 compounds, 0.2% hits. AID 2528;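 also: plate controls were vehicle for no effect and no enzyme for full effect; nearly all actives have a fitted effect of over 35% in size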
# POLB inh: blocks human DNA polymerase beta activity. P06746. Pol beta primer extension/strand displacement, fluorescence kinetic. Potency, µM (series often up to 114 µM), for the others: top-dose activity change, negative = inhibition, usual class: inhibitors. 340,000 compounds, 1.3% hits. AID 485314; also: % is scaled to controls: 0 for no effect and ±100 for the full control effect
#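 Human Pol beta at 10 nM; strand-displacement substrate 50 nM final. Compound exposure 15 min at room temperature before start, reaction 10 min at room temperature.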
# G9a inh: inhibitors of human histone lysine methyltransferase G9a. Potency, µM (highest dose often 102 µM), without a hit: top-dose activity, negative = inhibition, actives largely listed as inhibitors. G9a H3K9 monomethylation, AlphaScreen, 2 h. 350,000 compounds, 8.8% hits. Q96KQ7; also: % is scaled to controls: 0 for no effect and ±100 for the full control effect; nearly all actives have a fitted effect of over 75% in size
# Target sequence (Q96KQ7 913-1193 limits assumed): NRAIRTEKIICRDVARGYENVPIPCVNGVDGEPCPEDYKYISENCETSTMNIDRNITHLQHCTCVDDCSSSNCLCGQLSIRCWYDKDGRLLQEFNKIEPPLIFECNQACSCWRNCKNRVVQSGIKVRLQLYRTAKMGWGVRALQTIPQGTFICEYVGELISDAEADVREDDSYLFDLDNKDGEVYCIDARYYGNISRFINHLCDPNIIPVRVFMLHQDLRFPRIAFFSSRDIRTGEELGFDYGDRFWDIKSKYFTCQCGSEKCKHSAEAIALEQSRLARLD
#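 Methyltransferase reactions run at room temperature for 2 h (20 nM enzyme, 500 nM biotin-H3K9 peptide, 20 uM SAM) after a 15 min compound preincubation; product detected by AlphaScreen beads and anti-H3K9me1 antibody.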
# POLH inh: inhibitors of human DNA polymerase eta | Q9Y253 | recombinant Pol eta, fluorescent DNA replication assay | Potency, µM (highest dose often 114 µM), for the others: at the highest dose activity change, negative = inhibition, usual class: inhibitors | 390,000 compounds, 1.2% hits | AID 588591; also: % is scaled to controls: 0 for no effect and ±100 for the full control effect
# Target sequence (Q9Y253 whole entry, looked up): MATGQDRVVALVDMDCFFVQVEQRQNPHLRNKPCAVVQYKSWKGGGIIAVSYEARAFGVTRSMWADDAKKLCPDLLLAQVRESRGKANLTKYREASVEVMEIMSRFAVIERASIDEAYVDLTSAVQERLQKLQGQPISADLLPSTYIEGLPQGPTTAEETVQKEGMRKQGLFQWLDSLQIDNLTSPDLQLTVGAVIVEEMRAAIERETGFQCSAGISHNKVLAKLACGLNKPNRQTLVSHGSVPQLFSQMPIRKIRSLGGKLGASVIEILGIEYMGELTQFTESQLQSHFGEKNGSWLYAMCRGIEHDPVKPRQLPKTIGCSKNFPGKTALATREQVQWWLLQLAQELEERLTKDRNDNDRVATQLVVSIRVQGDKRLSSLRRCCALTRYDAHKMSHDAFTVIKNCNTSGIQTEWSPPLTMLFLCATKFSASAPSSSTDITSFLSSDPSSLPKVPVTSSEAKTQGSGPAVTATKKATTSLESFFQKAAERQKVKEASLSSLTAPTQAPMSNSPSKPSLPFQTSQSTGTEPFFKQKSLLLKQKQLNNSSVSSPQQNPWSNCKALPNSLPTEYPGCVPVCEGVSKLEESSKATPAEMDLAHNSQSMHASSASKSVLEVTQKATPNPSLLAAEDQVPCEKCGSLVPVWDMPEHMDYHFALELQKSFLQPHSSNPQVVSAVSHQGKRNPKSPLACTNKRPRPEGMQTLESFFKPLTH
#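 Fluorescent replication assay: 50 nM final substrate added after a 15 min room-temperature compound preincubation with 10 nM enzyme. Signal taken at 0 min and again at 10 min.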
# The depositor's hits bear a star; ? = inconclusive; · = no result given; & = joins results of further samples; ! = a repeat was not active; [ ] = another dose, or the depositor's remark. Calls follow the shape of the dose curve; as a rule, active = well fitted curve in the direction sought with a large enough effect; inconclusive = small, poorly fitted or top-dose-only effect, or another doubt; inactive = no such curve, though single readings can be large; an effect the other way counts as inactive or inconclusive. Potency is read from the fitted curve at half-maximal effect. Only part of the results is shown; the hit share may differ from the screen's.
SMILES,JMJD2A Tudor,APE1 inh,POLK inh,POLI inh,BAZ2B inh,BLM helicase inh,POLB inh,G9a inh,POLH inh
Cc1nc2c(-c3ccccc3)c(C)[nH]n2c(=O)c1Cc1ccc(Br)cc1,-29%,·,-14%,6%,-32%,-9%,-6%,46%[activator][59 µM],-27%
Oc1cc2c(cc1O)[C@H]1c3ccc(O)c(O)c3OC[C@@]1(O)C2,1.3µM*,?,22µM*,7.9µM*,35µM*,-3%,·,-147%[12.7 µM],14µM*
O=c1oc2c(O)c(O)cc3c(=O)oc4c(O)c(O)cc1c4c23,0.71µM*,0.045µM*!,0.79µM*!,1.1µM*!,0.79µM*,2µM*,0.16µM*,1.3µM*,0.79µM*
Cc1ccc(=O)n(-c2ccccc2)c1,-15%,-1%&-6%,-6%[60.1 µM],7%[58.9 µM],·,-3%,15%[57.1 µM],25%[59 µM],-4%[57.1 µM]
O=C(Cn1c(=O)n(Cc2ccco2)c(=O)c2oc3ccccc3c21)Nc1ccccc1,-1%,·,3%,30%[activator],-11%,-3%,28%,6%[59 µM],-3%
COc1ccc(C[C@H]2COC(=O)[C@@H]2Cc2ccc(OC3OC(CO)C(O)C(O)C3O)c(OC)c2)cc1OC (stereo not given in full),-11%,14%,-13%,26%,2%,-5%,1%,19%,-12%
O=C(CCCCCn1c(=O)c2sccc2n(CC(=O)Nc2cccc(Cl)c2)c1=O)NCc1ccc2c(c1)OCO2,-8%,·,6%,-7%,?,-8%,-3%,-41%[59 µM],-2%
Cc1cccc(N2CCN(C(=O)CCC(=O)NNc3nc4ccccc4c4nc(C)nn34)CC2C)c1 (stereo not given),-7%,·,0%,0%,?,0%,9%,2%[59 µM],-5%
CCc1ccc(CCOc2ccc(CC3SC(=O)NC3=O)cc2)nc1 (stereo not given),-14%,19%&-1%,-22%,-7%,·,2%,·,22%[59 µM],-13%
CC(=O)O[C@]1(C(C)=O)CC[C@@H]2[C@@H]3C=C(Cl)C4=CC(=O)[C@H]5C[C@@H]5[C@]4(C)[C@H]3CC[C@]21C,·,0%[21 µM],-6%[12 µM],·,·,-1%[21.4 µM],·,9%[21.5 µM],·
CCCCCCCCCCCCCCC[C@H](O)[C@@H](N)CO,·,3%&-1%,-4%[19.4 µM],·,·,-17%,·,?,·
CC(=O)CCCCn1c(=O)c2c(ncn2C)n(C)c1=O,-6%,-5%,1%[60.1 µM],5%[58.9 µM],-3%&-12%,-2%,3%,0%[59 µM],0%[57.1 µM]
CC1CC2C3CCC4=CC(=O)C=C[C@]4(C)[C@@]3(Cl)C(O)C[C@]2(C)C1(OC(=O)c1ccco1)C(=O)CCl (stereo not given in full),·,5%,-8%[60.1 µM],·,·,4%,·,-4%[2.33 µM],·
NC1CCN(c2nc3c(cc2F)c(=O)c(C(=O)O)cn3-c2ccc(F)cc2F)C1 (stereo not given),50µM*,·,-2%[19.4 µM],?,·,-8%,·,-17%[12.7 µM],0%
COC(=O)C1=CO[C@@H](O[C@@H]2O[C@H](CO)[C@@H](O)[C@H](O)[C@H]2O)C2C1C[C@H](O)[C@@H]2C (stereo not given in full),-15%,1%,-4%,5%,8%,·,·,1%[2.33 µM],-16%
CCCCCC(=O)O[C@]1(C(C)=O)CC[C@H]2[C@@H]3CCC4=CC(=O)CC[C@]4(C)[C@H]3CC[C@@]21C,-6%,-4%,1%,22%,?,-8%,2%,-16%[59 µM],-21%
CCn1cc(C(=O)O)c(=O)c2cnc(N3CCNCC3)nc21,·,4%,-1%[60.1 µM],·,7%,3%,9%,-10%[59 µM],·
COc1cc([C@@H]2Oc3cc(C4Oc5cc(O)cc(O)c5C(=O)[C@H]4O)ccc3O[C@H]2CO)ccc1O (stereo not given in full),-31%,-9%,-39%,?,-10%,·,·,?,?
C#C[C@@]1(O)CC[C@@H]2[C@@H]3CCC4=CC(=O)CC[C@@H]4[C@H]3CC[C@]21CC,·,2%[21 µM],-3%[12 µM],·,·,1%[21.4 µM],·,14%[21.5 µM],·
NC(N)=O,-2%,-1%&0%,0%,32%[activator],·,5%&4%,·,3%[2.33 µM],-20%
OC[C@@H](O)CN1CCN(c2ccccc2)CC1,·,11%[21 µM],-9%[12 µM],·,·,1%[21.4 µM],·,12%[21.5 µM],·
CN(C)CCCC1(c2ccc(F)cc2)OCc2cc(C#N)ccc21 (stereo not given),-22%,-8%&2%&2%,-13%[60.1 µM],1%[58.9 µM],-2%&-15%,1%&-5%,10%,71µM*!,0%[57.1 µM]
CC(C)(CO)[C@H](O)C(=O)NCCC(=O)O,·,-1%[21 µM],-7%[12 µM],·,·,0%[21.4 µM],·,20%[21.5 µM],·
COc1ccc(Cn2c(SCc3ccc(C(=O)NC4CCCC4)cc3)nc3ccncc32)cc1,-31%,·,-10%,0%,-7%,-1%,4%,?,-16%
COc1ccc(-c2cn3cccnc3n2)cc1NC(=O)c1cc(C)cc(C)c1,-19%,·,-4%[60.1 µM],8%,-11%,-7%,?,6%[59 µM],·

# Overlap with the part before: 3 compounds, then new ones.
SMILES,JMJD2A Tudor,APE1 inh,POLK inh,POLI inh,BAZ2B inh,BLM helicase inh,POLB inh,G9a inh,POLH inh
CC(C)(CO)[C@H](O)C(=O)NCCC(=O)O,·,-1%[21 µM],-7%[12 µM],·,·,0%[21.4 µM],·,20%[21.5 µM],·
COc1ccc(Cn2c(SCc3ccc(C(=O)NC4CCCC4)cc3)nc3ccncc32)cc1,-31%,·,-10%,0%,-7%,-1%,4%,?,-16%
COc1ccc(-c2cn3cccnc3n2)cc1NC(=O)c1cc(C)cc(C)c1,-19%,·,-4%[60.1 µM],8%,-11%,-7%,?,6%[59 µM],·
CC(=O)Nc1ccc(CC(=O)O)cc1,-4%,-1%,18%,-7%,-19%,5%&-5%,-1%,16%&-10%[59 µM],-10%
CCOC(N)=O,·,-1%,2%[60.1 µM],·,·,4%,·,-31%[2.33 µM],·
CCCCn1cnc2cc(NCc3ccccc3Cl)ccc21,40µM*,·,-21%,-19%,35µM*,-3%,10%,14µM*,-14%
CCCCC(=O)O[C@@]1(C(=O)CO)C(C)CC2C3CCC4=CC(=O)C=C[C@@]4(C)[C@]3(F)C(O)C[C@]21C (stereo not given in full),·,-1%,-10%[60.1 µM],·,·,1%,·,-34%[2.33 µM],·
CCCCNc1ccc(C(=O)OCCOCCOCCOCCOCCOCCOCCOCCOCCOC)cc1,3%,-2%,-4%,-20%,12%,-5%[21.4 µM],·,7%[59 µM],-7%
NOCC(=O)O,22µM*,60%&2%[activator],-23%[60.1 µM],1%,?,·,18%[57.1 µM],6µM*!,-1%
O=C(CSc1nc2ccccc2n1Cc1cccc(Cl)c1)N1CCN(c2ccc(F)cc2)CC1,-2%,·,5%,14%,30%[activator],0%,11%,34%[59 µM],-20%
CC12CCC(=O)C=C1CCC1C2CCC2(C)C1CCC2(O)C(=O)CO (stereo not given),-9%,·,8%,-3%,·,·,·,·,-1%
C=C1c2cccc(O)c2C(O)=C2C(=O)[C@]3(O)C(O)=C(C(N)=O)C(=O)C(N(C)C)C3C(O)C12 (stereo not given in full),·,4µM*,4µM*,·,·,-4%,·,?,·
CC1(C)O[C@H]2CC(=O)OC[C@@]23C1CC(=O)[C@]1(C)C3CC[C@@]2(C)[C@H](c3ccoc3)OC(=O)[C@H]3O[C@]321 (stereo not given in full),-22%,42%,-19%,24%,2%,·,·,-2%[12.7 µM],-22%
Oc1ccc2c(c1)OCC1(O)Cc3cc(O)c(O)cc3C21 (stereo not given),20µM*,-1%,32µM*!,41%[activator],·,-2%,·,-115%[2.33 µM],18µM*
CNC1C(O)C2OC3OC(C)CC(=O)[C@@]3(O)O[C@H]2[C@H](NC)C1O (stereo not given in full),·,1%,-5%[60.1 µM],·,·,4%,·,-19%[2.33 µM],·
COc1ccc(CC(=O)Nc2c(C(=O)N3CCN(c4ccccc4F)CC3)oc3ccccc23)cc1OC,-27%,·,-9%,-10%,-30%,-6%,5%,-50%[59 µM],3%
Oc1ccc(C2CNCCc3c2cc(O)c(O)c3Cl)cc1 (stereo not given),35µM*!,-4%&-12%&-7%,-1%[60.1 µM],14µM*!,10%,-21%,?,5.3µM*!,?
C1COC(NC(C2CC2)C2CC2)=N1,-8%,8%,6%[60.1 µM],3%,5%,-11%,?,3%[59 µM],-7%
CC(O)CNC(=O)C(=O)Nc1c2c(nn1-c1ccc(Cl)cc1)CSC2 (stereo not given),-17%,·,-3%[60.1 µM],8%,0%,0%,3%,?,-5%
C[N+]1(C)CCC(=C(c2ccccc2)c2ccccc2)CC1,-7%,7%,10%,29%,11%,2%[21.4 µM],·,5%[12.7 µM],-18%
Cc1ccc(N(CC2=NCCN2)c2cccc(O)c2)cc1,-26%&-26%,13%,-3%[60.1 µM],?,16%&11%,-1%,97%,11%[12.7 µM],?
CCCc1nc(C(C)(C)O)c(C(=O)O)n1Cc1ccc(-c2ccccc2-c2nn[nH]n2)cc1,·,-4%,·,·,-16%,-6%,19%,?,·
C1CCC(C(C[C@@H]2CCCCN2)C2CCCCC2)CC1,·,2%[21 µM],-6%[12 µM],·,·,3%[21.4 µM],·,6%[21.5 µM],·
COc1ccc(-c2cc(=O)c3c(O)cc(OC4OC(COC5OC(C)C(O)C(O)C5O)C(O)C(O)C4O)cc3o2)cc1O (stereo not given),-16%,28%,?,?,-21%,·,·,2%[12.7 µM],22µM*
C/C=C(/C)C(=O)OC(C)(C)[C@@H]1Cc2c(ccc3ccc(=O)oc23)O1,12%,-1%,-19%,-26%,7%,-1%,1%,13%,-8%
COc1cc(-c2oc3cc(O)cc(O)c3c(=O)c2O[C@@H]2O[C@H](COC3O[C@@H](C)[C@H](O)[C@@H](O)[C@H]3O)[C@@H](O)[C@H](O)[C@H]2O)ccc1O (stereo not given in full),-16%,3%,-16%,?,·,·,·,·,-8%
COc1cc2ncnc(Nc3cccc(Cl)c3)c2cc1OC,·,?,-11%[60.1 µM],2%[58.9 µM],-17%,-6%&5%,16%[57.1 µM],-12%[59 µM],-8%[57.1 µM]
CC(=O)Oc1ccc(C(=C2CCCCC2)c2ccc(OC(C)=O)cc2)cc1,·,-6%,2%[19.4 µM],·,·,5%&-12%,·,-40%[12.7 µM],·
